Assay outcomes from PubChem BioAssay.
D2 PAM = positively modulates the human D2 dopamine receptor allosterically. 0.34% of 340,000 active. AID 485347. HEK293 T-REx D2, calcium flux, EC20 dopamine potentiation. potentiation, % at 10 µM. P14416;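 active means potentiation over 3 SD above the plate norm, cut at about 30% in these data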; further: 0% is about no effect
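Tetracycline-induced HEK293 T-REx cells force-coupled to calcium signalling expressed D2; compounds were pin-added after a 10 s baseline, read kinetically 180 s, then an EC20 dopamine challenge followed with a further 180 s calcium read.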
D2 ag = agonists of human D2 dopamine receptor; activation, % at 2 µM; HEK293 T-REx D2 cells, calcium flux agonist mode; 0.53% of 340,000 active;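 active means activation over 3 SD above normal in the single-dose calcium agonist read, cut at about 30% in these data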; further: 0% is about no effect
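HEK293 Trex D2 cells, tetracycline-induced, o/n 30 C 5% CO2; no-wash Ca dye, RT 30–90 min; 10-cycle baseline, 23 nl cpd added, kinetic Ca read 180 s; agonist hits = positive Ca response.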
TRHR PAM = allosterically enhances the human TRH receptor | P34981 | TRHR cells, fluo-8 calcium fluorescence, EC20 TRH enhancement | enhancement, % at 2 µM | 0.66% of 360,000 active; in the data active means enhancement above about 30%; further: 0% is about no effect
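Enhancer read-out: after compound pinning and an initial kinetic agonist-mode read, an EC20 of TRH (10 nM final) was injected and fluo-8 calcium signal (Ex 480/Em 530) followed at 1 s/cycle for 100 cycles in TRHR-expressing cells.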
D1 potentiator = enhances dopamine response at the human D1 receptor; P21728; HEK293 TREx D1 cells, calcium flux, dopamine EC20 potentiation; potentiation, % at 10 µM; 0.036% of 360,000 active; AID 504651; in the data active means potentiation above about 30%; further: 0% is about no effect
D1 antagonist = antagonists of human D1 dopamine receptor. 3.2% of 360,000 active. activity change, negative = inhibition, % at 10 µM. HEK293 TREx D1 cells, calcium flux, dopamine EC80; hits give low values. P21728. AID 504652; in the data active means activity change below about -30%; further: on the % scale 0 is the no-effect control and ±100 the full control effect
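Calcium flux readout: force-coupled, inducible Hek293 Trex D1 line, cells induced overnight at 30 C with tetracycline, dye-loaded 30–90 min at RT. Antagonism scored against EC80 dopamine challenge given 180 s after compound.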
TRHR agonist = agonists of human TRH receptor; 0.18% of 360,000 active; TRHR cells, calcium flux fluo-8, FDSS agonist mode; activation, % at 2 µM; P34981; further: 0% is about no effect
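Steps: seed TRHR cells overnight; add fluo-8 no-wash Ca dye, RT 30 min–1.5 h; record 10 s baseline; pin-transfer compounds; monitor fluorescence 1 cycle/s for the agonist window. Calcium increases flag candidate agonists.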
D2 antag = D2 dopamine receptor (human) antagonism. P14416. HEK293 TREx D2 cells, calcium flux, dopamine EC80. inhibition, % at 10 µM. 2% of 340,000 active. AID 485344; in the data active means inhibition above about 30%; further: 0% is about no effect
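Inhibition of EC80 dopamine-driven calcium flux, recorded kinetically, defines activity here; cells are a tetracycline-induced HEK293 T-REx line expressing force-coupled D2.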
D1 agonist = activates the human D1 dopamine receptor; activation, % at 2 µM; HEK293 T-REx D1 cells, calcium flux, agonist mode; P21728; 1% of 360,000 active; further: 0% is about no effect
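Inducible HEK293 T-REx D1 cells, force-coupled to calcium signalling, were plated at 4000 cells/well with tetracycline and held overnight at 30 C. After no-wash calcium dye loading, compound-evoked calcium rise over 180 s flagged agonists.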
RXFP1 antag = antagonists of human relaxin receptor RXFP1; Q9HBX9; HEK293-RXFP1, relaxin-stimulated cAMP HTRF, 30 min; hits give low values; activity change, negative = inhibition, % at 57.5 µM; 0.59% of 350,000 active;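 active means activity change of -60% or lower, but not beyond a set lower limit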; further: on the % scale 0 is the no-effect control and ±100 the full control effect
Target sequence (Q9HBX9 whole entry, looked up): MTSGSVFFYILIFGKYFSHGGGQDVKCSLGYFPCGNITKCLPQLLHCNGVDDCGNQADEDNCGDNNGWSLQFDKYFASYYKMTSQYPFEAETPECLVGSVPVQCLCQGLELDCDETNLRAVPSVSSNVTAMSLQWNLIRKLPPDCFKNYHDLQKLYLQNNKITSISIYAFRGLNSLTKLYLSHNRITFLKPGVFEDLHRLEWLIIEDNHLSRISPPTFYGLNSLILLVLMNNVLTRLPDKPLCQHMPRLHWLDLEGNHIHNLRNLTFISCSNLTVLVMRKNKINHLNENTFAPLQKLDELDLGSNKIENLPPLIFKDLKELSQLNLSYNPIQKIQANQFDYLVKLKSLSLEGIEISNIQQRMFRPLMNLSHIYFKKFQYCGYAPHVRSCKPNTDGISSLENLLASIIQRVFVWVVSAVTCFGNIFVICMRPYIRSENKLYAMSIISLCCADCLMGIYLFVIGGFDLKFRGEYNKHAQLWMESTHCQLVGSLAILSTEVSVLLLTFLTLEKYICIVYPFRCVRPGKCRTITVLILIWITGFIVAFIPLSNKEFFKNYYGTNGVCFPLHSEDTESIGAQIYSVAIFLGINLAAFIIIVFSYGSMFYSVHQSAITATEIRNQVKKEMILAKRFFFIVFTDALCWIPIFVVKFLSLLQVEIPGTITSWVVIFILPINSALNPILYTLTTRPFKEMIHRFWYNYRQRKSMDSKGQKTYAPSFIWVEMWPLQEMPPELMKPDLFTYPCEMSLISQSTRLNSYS
* = called active by the depositor; / = not tested or not shown. Unless noted, no stated cut-off is given here; in the data, active means activation above about 30%; inactive means the rest.

| SMILES | D2 PAM | D2 ag | TRHR PAM | D1 potentiator | D1 antagonist | TRHR agonist | D2 antag | D1 agonist | RXFP1 antag |
| --- | --- | --- | --- | --- | --- | --- | --- | --- | --- |
| O=C1CCC([N+](=O)[O-])C(c2ccccc2C(F)(F)F)N1 (stereo not drawn) | 2 | 0.8 | 7 | -4 | 8 | 1.1 | -28 | 2 | 3 |
| O=[N+]([O-])c1cc(Br)c(Nc2ccccc2)c([N+](=O)[O-])c1 | 4 | 0.0 | -1 | 1 | -9 | -0.6 | -10 | 4 | -3 |
| Cn1c(=NC(=O)c2ccc(S(=O)(=O)N3CCCc4ccccc43)cc2)sc2cc(S(C)(=O)=O)ccc21 | -2 | -0.2 | 2 | -4 | -11 | 1.1 | -6 | 4 | / |
| C=CCn1c(SCc2ccccc2)nnc1-c1cccnc1 | 0 | 0.3 | 18 | -2 | -12 | -0.2 | -7 | 0 | -7 |
| CC(CN1C(C)CCCC1C)OC(=O)c1ccccc1Cl (stereo not drawn) | -9 | -0.1 | 2 | -5 | -6 | 0.2 | 16 | 2 | 7 |
| O=C(C1=C(O)C(=O)N(CC2CCCO2)C1c1cccc(O)c1)c1ccco1 (stereo not drawn) | 0 | 0.1 | 1 | 3 | 7 | 0.4 | -13 | 3 | 0 |
| CCOc1ccc(N(CC)S(=O)(=O)c2ccc3c(c2)oc(=O)n3C)cc1 | -6 | 2.6 | 19 | -3 | -2 | -0.4 | 0 | -1 | -1 |
| O=C(CSc1nnc(Cc2cc(=O)[nH]c(=O)[nH]2)n1-c1ccccc1)NCC1CCCO1 (stereo not drawn) | -1 | 0.4 | 16 | -4 | -18 | 0.8 | 6 | 4 | -1 |
| Fc1ccc(CN2CCc3nc(Nc4ccccc4)ncc3C2)cc1F | 3 | 1.8 | 1 | -1 | 6 | 1.4 | / | 0 | -33 |
| CCCCC(O)(CCCC)C(=O)NN(C(=O)OC)c1ccc(C)cc1 | 9 | -0.8 | 1 | -8 | -4 | 0.0 | -12 | 1 | -8 |
| COc1ccc(NC(=O)NCc2ccccn2)cc1 | 0 | 1.0 | 2 | 4 | 1 | 0.5 | 0 | -1 | 7 |
| Cc1ccc(NC(c2cccc(Cl)c2)c2nnc(-c3ccccc3)o2)cc1F (stereo not drawn) | -6 | -0.1 | 2 | 3 | -10 | 0.3 | / | 0 | -7 |
| CO/N=C/NC(=O)Cc1cn(-c2ncc(C(F)(F)F)cc2Cl)c2ccccc12 | / | / | 13 | -5 | -3 | 0.1 | / | 0 | 6 |
| COc1ccc(CC(NC(C)=O)C(=O)NC2CCN(S(=O)(=O)c3ccccc3)CC2)cc1OC (stereo not drawn) | 5 | -1.3 | 2 | -2 | -15 | 0.2 | 5 | 2 | 26 |
| CCC1(c2ccccc2)NC(=O)N(CC(=O)Nc2ccccc2C(=O)NC2CC2)C1=O (stereo not drawn) | 2 | 0.8 | 3 | -2 | 1 | 0.2 | -1 | 2 | -3 |
| CSc1nnc([C@@H](NC(=O)OC(C)(C)C)C(C)C)o1 | 16 | 0.3 | 1 | -3 | 38 | 0.2 | -7 | 3 | 9 |
| Cc1cccc2sc(N(CCN(C)C)C(=O)/C=C/c3cccs3)nc12 | -19 | -0.3 | 10 | -9 | -6 | -0.4 | 32* | 3 | / |
| CCOc1ccc2nc(-c3ccccc3)nc(SCC(=O)OC)c2c1 | -6 | 0.1 | 11 | 0 | 2 | 0.6 | -4 | 1 | 15 |
| CC(NC(=O)Cc1ccsc1)c1ccc(S(N)(=O)=O)cc1 (stereo not drawn) | / | / | 0 | 3 | -9 | -1.1 | / | 3 | 5 |
| CCOC(=O)C(=O)Nc1ccccc1C(=O)Nc1ccc(OC)cc1 | 12 | -2.5 | -9 | -5 | 13 | -0.5 | -13 | 2 | 3 |
| CCCN1Cc2cccc(C(=O)Nc3ccc(CC)cc3)c2C1=O | -2 | -0.9 | -9 | -1 | 3 | 0.4 | 0 | 0 | 0 |
| CCCCN(C(C)=O)c1c(N)n(CCC)c(=O)n(CC(=O)Nc2cc(Cl)cc(Cl)c2)c1=O | 7 | 0.9 | 1 | 6 | 12 | 0.1 | 9 | 1 | -14 |
| Cc1ccnc(SCC(=O)NC2CCCCCC2)n1 | 7 | 1.5 | 1 | 0 | 5 | -0.1 | 17 | 13 | 7 |
| COc1cc(OC)c(NC(=O)CCc2nc(-c3ccc(C)cc3)no2)cc1Cl | 8 | 1.1 | 1 | 1 | 7 | -0.6 | 8 | 6 | -13 |
| Cc1cccc(NC(=O)CSc2nnc(CCC(=O)Nc3ccc(C)c(Cl)c3)n2C)c1 | -3 | -0.5 | 0 | 0 | 8 | 0.2 | 12 | 1 | -13 |
| Cc1cc(NC(=O)Nc2cccc(C)c2C)no1 | 7 | 0.1 | 1 | 1 | -7 | 2.4 | -17 | 1 | 6 |
| CC1=C(C(=O)NCc2cccc(F)c2)C2(CCCCCC2)OC1=O | 3 | -1.1 | 4 | 2 | 1 | -0.7 | / | 2 | -12 |
| COc1ccc(-n2nc(C(=O)NCC(=O)NCCCN3CCOCC3)c3ccccc3c2=O)c(OC)c1 | -4 | 2.7 | 0 | 1 | -6 | 1.1 | -1 | 4 | 19 |
| CN(C)Cc1nc2c(c(=O)[nH]1)C1(CCCCC1)Cc1ccccc1-2 | -5 | 0.7 | 1 | 5 | 24 | 1.7 | 37* | 7 | -62* |
| Cc1ccccc1-c1nnc(SCC(=O)N(C)c2ccccc2)o1 | / | -0.6 | 0 | 2 | 2 | -0.4 | / | -3 | -4 |

Grouped by structure, the entries above containing two or more sulfur atoms
| SMILES | D2 PAM | D2 ag | TRHR PAM | D1 potentiator | D1 antagonist | TRHR agonist | D2 antag | D1 agonist | RXFP1 antag |
| --- | --- | --- | --- | --- | --- | --- | --- | --- | --- |
| Cn1c(=NC(=O)c2ccc(S(=O)(=O)N3CCCc4ccccc43)cc2)sc2cc(S(C)(=O)=O)ccc21 | -2 | -0.2 | 2 | -4 | -11 | 1.1 | -6 | 4 | / |
| Cc1cccc2sc(N(CCN(C)C)C(=O)/C=C/c3cccs3)nc12 | -19 | -0.3 | 10 | -9 | -6 | -0.4 | 32* | 3 | / |
| CC(NC(=O)Cc1ccsc1)c1ccc(S(N)(=O)=O)cc1 (stereo not drawn) | / | / | 0 | 3 | -9 | -1.1 | / | 3 | 5 |

Additional results
| SMILES | D2 PAM | D2 ag | TRHR PAM | D1 potentiator | D1 antagonist | TRHR agonist | D2 antag | D1 agonist | RXFP1 antag |
| --- | --- | --- | --- | --- | --- | --- | --- | --- | --- |
| O=c1[nH]c(SCc2nc3ccccc3n2Cc2ccccc2)nc2ccccc12 | 3 | 0.5 | 11 | 2 | 13 | 0.3 | 0 | 2 | -19 |
| CCNC(=O)c1cc2c(=O)n3cccc(C)c3nc2n(Cc2ccc(C)cc2)c1=N | -21 | -0.2 | -8 | -3 | -12 | -0.3 | -38 | 0 | -5 |
| CCOC(=O)c1sc(NC(=O)CSc2ncn[nH]2)c(C#N)c1C | 8 | 0.1 | -3 | -1 | -5 | 0.1 | 0 | -1 | 15 |
| c1cc2c(cc1Nc1nc(-c3ccc4c(c3)OCO4)cs1)OCCO2 | 0 | -0.8 | 6 | -3 | 11 | 0.6 | 7 | -4 | 8 |
| COCCNC(=O)c1onc(CSc2ccc(Cl)cc2)c1C(=O)O | -9 | 0.7 | -5 | 0 | -1 | -0.4 | 11 | -1 | / |
| COc1ccc(S(=O)(=O)N2CCN(C)CC2)cc1 | -5 | -0.2 | -7 | -6 | 16 | 1.6 | -5 | 2 | 5 |
| CCc1ccc(NC(=O)Cn2c(=O)n(-c3ccccc3C)c(=O)c3c2c2cc(OC)ccc2n3C)cc1 | 1 | 1.3 | 0 | -1 | 5 | 1.2 | / | 3 | / |
| CC(=O)N1CCN(c2nc3cc4c(cc3nc2NS(=O)(=O)c2ccccc2)OCCO4)CC1 | -3 | -0.2 | 6 | 1 | 5 | 0.3 | -13 | 2 | -3 |
| CC1(C)O[C@@H]2[C@H](O1)[C@@H](CO)O[C@H]2n1cnc2c(=O)[nH]cnc21 | -2 | -0.8 | -3 | -2 | 1 | 0.4 | -9 | 0 | / |
| CC1CCN(CCc2nc3cc(NS(=O)(=O)c4ccc(F)cc4)ccc3n2C)CC1 | / | -1.2 | -4 | -5 | -4 | 0.3 | 36* | 4 | 6 |
| O=C(COC(=O)c1ccccc1[N+](=O)[O-])NC(=O)c1ccccc1 | -2 | 0.0 | 0 | -4 | 0 | 2.3 | -9 | 6 | 5 |
| Oc1[nH]c2ccccc2c1N=Nc1ncnc2c1oc1ccccc12 | -2 | 0.2 | 3 | -1 | -2 | 0.9 | 8 | 0 | / |
| CCOc1ccc(N2CC(c3nc4ccccc4n3CCCOc3ccccc3OC)CC2=O)cc1 (stereo not drawn) | 0 | 0.5 | -8 | -2 | -22 | 1.1 | / | 5 | -11 |
| O=C(COc1ccccc1)OCC(=O)c1ccc(O)cc1O | 4 | 1.7 | -2 | -10 | -4 | 0.1 | 5 | 4 | -5 |
| CCCN1CCN(CCCNC(=O)c2ccc3nc(N4CCCCC4)sc3c2)CC1 | -12 | 1.2 | -7 | -1 | -6 | -0.7 | -12 | 0 | / |
| O=C(/C=C/c1ccc(Cl)cc1)Nc1ccccc1N1CCOCC1 | 0 | 0.2 | 5 | -3 | 2 | 0.1 | -8 | 1 | 11 |
| Cn1c(=O)c2c(SCc3cccnc3)nc(C3CC3)nc2n(C)c1=O | 8 | -0.8 | 7 | / | -2 | -0.4 | 2 | 1 | -3 |
| CCCNC(=O)NC(=O)COC(=O)c1ccc(OC)c(S(=O)(=O)N2CCCc3ccccc32)c1 | 17 | -0.4 | 3 | -2 | 4 | 0.1 | 1 | 9 | -7 |
| Cn1c(=O)c2c(nc(N3CCOCC3)n2CCCNC2=NCCC2)n(C)c1=O | 0 | 1.2 | 4 | -2 | 3 | 0.1 | -1 | 3 | -9 |
| COC(=O)c1scc(-c2ccc(C)cc2)c1S(=O)(=O)N1CCN(c2ccccc2F)CC1 | 1 | -0.2 | -7 | -5 | 0 | -0.5 | / | 1 | / |
| COc1cccc(C(=O)Nc2cc(-c3ccccc3)no2)c1 | -6 | 4.9 | 2 | 0 | -2 | 4.9 | / | 10 | -21 |
| O=C(Nc1cccc(C(F)(F)F)c1)c1ccc(Cn2cc(Br)cn2)o1 | -17 | 1.8 | -8 | -5 | -31* | 4.5 | 35* | 34* | -14 |
| CC(C)C[C@H](N)c1cn([C@@H](Cc2cc3ccccc3[nH]2)C(=O)N2CCNCC2)nn1 | 0 | -0.5 | -3 | -4 | 15 | -0.2 | 1 | 0 | / |
| Cc1onc(-c2ccccc2)c1NC(=O)N(Cc1ccccc1)C(C)C | 4 | -1.9 | -13 | 2 | -15 | -0.1 | -13 | 8 | -5 |
| COc1ccc(C=C2C(=O)OC(C)(C)OC2=O)cc1OC | / | / | 7 | 2 | -6 | 1.1 | / | 2 | -14 |
| Cc1ccccc1CNS(=O)(=O)c1ccccc1[N+](=O)[O-] | 19 | 0.8 | 32* | -4 | 6 | -0.5 | 0 | 1 | 15 |
| CC(C)CN1CCC(Oc2cccc(C(=O)NCCc3ccccc3)c2)CC1 | -9 | -0.8 | -1 | -3 | -38* | 0.7 | -4 | 6 | 2 |
| CCOC(=O)c1ccc(-n2c(N)c(C(=O)OC)c3nc4ccccc4nc32)cc1 | -3 | 0.6 | -9 | -2 | -7 | 0.3 | / | 1 | -33 |
